VIM-2 inh = inhibitors of Pseudomonas aeruginosa VIM-2 metallo-beta-lactamase. AID 1527. hit rate 0.89% among 290,000. purified VIM-2, nitrocefin hydrolysis, epi-absorbance fluorescence. inhibition, % at 5.6 µM;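 active means inhibition above the mean of all tested compounds plus 3 SD, cutoff set per screening run, cut at about 7.5% in these data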;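 further: red hydrolysis product quenches plate fluorescence so inhibitors raise well fluorescence; 0% = enzyme with DMSO and 100% = DMSO without enzyme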
IDE inh = inhibits human insulin-degrading enzyme in HEK cells; inhibition, % at 5.59 µM; hit rate 0.41% among 320,000; AID 434962; P14735; FAbetaB cleavage, fluorescence polarization;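 active means percent inhibition above the average of all tested compounds plus 3 SD, set per screening campaign, cut at about 16% in these data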;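 further: IDE supplied by intact live HEK cells; FP after avidin binding of uncleaved biotin substrate so inhibition keeps polarization high; 0% = DMSO wells and 100% = 60 µM reference IDE inhibitor Ii1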
PHOSPHO1 inh = blocks human PHOSPHO1 phosphatase activity; Q8TCT1; recombinant PHOSPHO1, absorbance phosphatase assay; inhibition, % at 13.3 µM; hit rate 1.1% among 290,000; AID 1565; in the data active means inhibition above about 60%
NALP1 inh = NALP1 inhibition; S. cerevisiae NALP1/ASC/caspase-1 growth, X-gal OD620, 72 h; inhibition, % at 10 µM; hit rate 0.61% among 280,000; AID 2071; in the data active means inhibition mostly above about 24%, no sharp cut-off; inactive means mostly below about 32%; further: some compounds called inactive have numbers as strong as hits
PfM18AAP inh = PfM18AAP enzyme inhibition; inhibition, % at 7.35 µM; recombinant PfM18AAP, H-Glu-NHMec fluorogenic cleavage; hit rate 1.2% among 290,000; AID 1822;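 active means inhibition above the campaign mean inhibition over all tested compounds plus 3 SD, cut at about 28% in these data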;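 further: 0% = plate median of test compound wells and 100% = 2 mM ZnCl2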
IDE act = IDE (human) activation, cell-based; hit rate 0.073% among 340,000; activation, % at 5.96 µM; HEK cells, FAbeta-B cleavage, fluorescence polarization; 0% vehicle, 100% cell-free pure enzyme wells; P14735;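 active means activation above the mean of all tested compounds plus 3 SD, set per screening campaign, cut at about 17% in these data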
GPR7 antagonist = blocks human GPR7 receptor signaling | P48145 | GPR7-expressing cells, fluorescence antagonist assay | inhibition, % at 4.4 µM | hit rate 1.1% among 290,000; in the data active means inhibition above about 16%, passing the limit was not always enough;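 further: cells stimulated with the agonist NPW; 0% = agonist with vehicle and 100% = vehicle without agonist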
pCIP destab = compounds decreasing mouse p/CIP protein stability | decrease of EGFP signal, % at 10 µM | Q05BA5 | F442A p/CIP-EGFP cells, EGFP fluorescence, 16 h | hit rate 0.01% among 290,000;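 active means EGFP signal decrease of at least 30% at 10 µM or well 3 SD below plate mean, unless failing retest; inactive means the rest, including hits failing retest or dose response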; further: some compounds called inactive have numbers as strong as hits; many of its hits are not listed in these tables
Target sequence (Q05BA5 1-1403): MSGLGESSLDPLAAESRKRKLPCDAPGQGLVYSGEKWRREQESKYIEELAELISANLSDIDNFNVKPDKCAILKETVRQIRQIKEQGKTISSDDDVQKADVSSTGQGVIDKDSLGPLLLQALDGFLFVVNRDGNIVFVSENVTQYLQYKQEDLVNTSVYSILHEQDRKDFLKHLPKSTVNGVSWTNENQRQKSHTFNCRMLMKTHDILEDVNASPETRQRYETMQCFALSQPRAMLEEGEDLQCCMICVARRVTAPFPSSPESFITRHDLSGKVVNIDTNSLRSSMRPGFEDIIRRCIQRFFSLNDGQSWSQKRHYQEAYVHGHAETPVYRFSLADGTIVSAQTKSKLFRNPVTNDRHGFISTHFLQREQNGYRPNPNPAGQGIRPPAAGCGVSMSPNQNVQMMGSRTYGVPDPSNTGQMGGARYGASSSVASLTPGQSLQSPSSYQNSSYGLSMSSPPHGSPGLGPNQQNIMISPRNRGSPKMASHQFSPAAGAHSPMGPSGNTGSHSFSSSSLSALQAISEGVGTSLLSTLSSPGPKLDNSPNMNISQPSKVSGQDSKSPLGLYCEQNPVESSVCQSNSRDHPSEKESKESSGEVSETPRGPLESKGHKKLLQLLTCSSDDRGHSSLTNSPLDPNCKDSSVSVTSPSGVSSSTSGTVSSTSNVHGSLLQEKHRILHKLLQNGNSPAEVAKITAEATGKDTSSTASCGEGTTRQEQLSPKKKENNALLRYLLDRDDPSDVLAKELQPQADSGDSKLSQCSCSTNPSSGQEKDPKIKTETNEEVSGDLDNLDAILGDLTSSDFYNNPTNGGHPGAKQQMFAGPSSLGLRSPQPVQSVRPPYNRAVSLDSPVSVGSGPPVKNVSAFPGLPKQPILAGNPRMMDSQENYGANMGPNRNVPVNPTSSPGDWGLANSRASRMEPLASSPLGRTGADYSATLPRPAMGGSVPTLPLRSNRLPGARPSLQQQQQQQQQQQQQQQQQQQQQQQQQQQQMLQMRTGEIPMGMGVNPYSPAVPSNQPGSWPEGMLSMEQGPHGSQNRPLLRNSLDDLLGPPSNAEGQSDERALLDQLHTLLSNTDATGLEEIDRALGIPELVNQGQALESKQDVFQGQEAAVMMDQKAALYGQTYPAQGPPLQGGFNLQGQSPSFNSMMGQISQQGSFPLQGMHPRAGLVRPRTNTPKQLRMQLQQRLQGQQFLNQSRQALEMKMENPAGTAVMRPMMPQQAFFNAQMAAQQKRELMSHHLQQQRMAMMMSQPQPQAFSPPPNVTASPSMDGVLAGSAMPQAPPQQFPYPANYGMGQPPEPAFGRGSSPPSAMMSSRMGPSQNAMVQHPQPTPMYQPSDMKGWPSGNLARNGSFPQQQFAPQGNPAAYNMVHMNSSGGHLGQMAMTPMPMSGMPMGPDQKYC
IMP-1 inhibitor = inhibitors of Pseudomonas aeruginosa IMP-1 metallo-beta-lactamase. purified IMP-1, nitrocefin hydrolysis, epi-absorbance fluorescence. hit rate 0.45% among 290,000. inhibition, % at 5.6 µM. AID 1556;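 active means inhibition above the mean plus 3 SD of all compounds in the same screening run, cut at about 4.5% in these data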;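 further: 0% = IMP-1 with DMSO and 100% = DMSO wells lacking enzyme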
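Assay system: purified recombinant IMP-1 beta-lactamase. Input: IMP-1 0.2 nM before substrate addition. Buffer or medium: Zinc- and detergent-supplemented HEPES buffer, pH 7.1. Schedule: 25 °C, 15 min preincubation, 25 min reaction. Signal: Epi-absorbance fluorescence, 480 nm excitation, 530 nm emission. Evaluation: percent inhibition from optical density relative to buffer-blank wells.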
Numbers without * were called inactive; . = not tested or not shown.

| pCIP destab | IDE act | VIM-2 inh | IMP-1 inhibitor | GPR7 antagonist | NALP1 inh | IDE inh | PfM18AAP inh | PHOSPHO1 inh | mol |
| --- | --- | --- | --- | --- | --- | --- | --- | --- | --- |
| -2 | -3 | -0.1 | -1.1 | -8 | 26 | -6 | 6 | -9 | CC(C)c1ccc(NC(=O)CCN2C(=O)[C@@H]3Cc4ccccc4CN3C2=O)cc1 |
| -2 | 6 | -1.2 | -4.8 | 3 | 3 | 3 | 4 | 30 | COc1ccc(Cc2nnc(NC(=O)c3ccc(OC(C)=O)cc3)s2)cc1OC |
| 4 | -6 | -3.0 | -1.8 | -2 | 8 | 3 | 5 | 28 | O=C(CSc1nnc(-c2ccncc2)s1)Nc1ccccc1 |
| -11 | 3 | -1.5 | -2.4 | 1 | -4 | -3 | -8 | 37 | COc1cccc(C(=O)C2CCCN(CC3=Cc4cc(OC)ccc4OC3)C2)c1 (stereo not drawn) |
| 5 | 8 | 0.4 | -1.5 | -13 | 29 | -4 | 4 | 28 | Cc1cccc(NC(=O)[C@@H](CC(C)C)NC(=O)[C@@H]2Cc3ccccc3CN2)c1 |
| -4 | -6 | -1.4 | -4.7 | 1 | -5 | 6 | 2 | 47 | O=S(=O)(NCCN1CCOCC1)c1cccc(C(F)(F)F)c1 |
| -27 | 6 | -5.4 | -2.5 | -4 | . | 1 | 13 | -4 | CC(C)c1ccccc1NC(=S)NCc1ccccc1F |
| -14 | 4 | -3.7 | -3.2 | -1 | 10 | -2 | 7 | 30 | Cc1ccc(C(=O)N/C(=C\c2ccc3c(c2)OCO3)C(=O)N2CCOCC2)cc1 |
| 2 | -5 | -3.3 | -5.1 | 0 | 10 | 3 | -1 | 15 | COc1ccc(Br)cc1CN(C)C(=O)c1cc(Cl)c2c(c1)OCCO2 |
| -3 | 3 | -0.6 | -5.8 | -2 | 28 | 1 | -2 | 1 | COc1ccc2cc(C3CC(c4ccco4)=NN3C(=O)CCC(=O)O)c(Cl)nc2c1 (stereo not drawn) |
| -3 | -4 | 1.7 | 0.0 | -2 | 1 | -5 | 3 | 34 | CC(C)(C)C(=O)[C@H]1[C@H](c2ccccc2)[C@@]2(N=C(c3ccccc3)OC2=O)C2c3ccccc3C=NN21 (stereo partly drawn) |
| -7 | 1 | -0.5 | -2.0 | -11 | 20 | 5 | -12 | 0 | CCOc1ccc(NC(=O)CN(C)CC(=O)NC2CCCc3ccccc32)cc1OCC (stereo not drawn) |
| 10 | 1 | -4.6 | -2.8 | 0 | 0 | 2 | 3 | 9 | COc1ccc(C(=O)Nc2ccccc2NC(=O)c2ccco2)cc1OC |
| -5 | 5 | -3.4 | 1.4 | 3 | -8 | -6 | 1 | 2 | O=C(N[C@@H](Cc1c[nH]c2ccccc12)C(=O)NC1CC1)c1ccccc1Cl |
| -16 | 1 | -3.2 | -3.3 | 12 | -3 | 2 | -4 | 32 | C[C@H](NC(=O)C1CCN(S(=O)(=O)c2ccccc2)CC1)C(=O)NCc1ccc(Cl)c(Cl)c1 |
| 7 | -22 | -3.4 | -3.5 | -9 | -4 | 9 | 3 | 7 | Cc1ccc(C)c(N2CCN(C(=O)Cc3ccc(NC4=NC5CS(=O)(=O)CC5S4)cc3)CC2)c1 (stereo not drawn) |
| 0 | -2 | -1.1 | -2.4 | 10 | 2 | 3 | -21 | 17 | O=C(CCC1CCCN(C(=O)c2cccs2)C1)N1CCN(c2ccccn2)CC1 (stereo not drawn) |
| -2 | 3 | -0.8 | -0.5 | 1 | 23 | -4 | 2 | 1 | COc1ccc(OC)c(N(CC(=O)NC2CC2)S(=O)(=O)c2ccc(C)cc2)c1 |
| -47 | 9 | -3.6 | -2.7 | -4 | 12 | 0 | -4 | -14 | CN(C)/C=C(/C(=O)c1ccc(Cl)c(Cl)c1)S(C)(=O)=O |
| 2 | 12 | -2.1 | -0.7 | -9 | 33 | -4 | -10 | 6 | COC(=O)CCN(C(=O)C12CC3CC(CC(C3)C1)C2)c1ccccn1 |
| -13 | 5 | 0.6 | -1.3 | -12 | 6 | -1 | 4 | 21 | CC(C)CC(C(=O)Nc1ccccc1)N1C(=O)C2C3C=CC(C3)C2C1=O (stereo not drawn) |
| -14 | -15 | 0.7 | -1.9 | -14 | -16 | . | 49* | -65 | CN(C)S(=O)(=O)c1cccc(NC(=S)N/N=C/c2ccc(O)c(O)c2O)c1 |
| -11 | . | 2.5 | -1.1 | 6 | 3 | . | -5 | 6 | CC(C)N(Cc1nnc(-c2ccccc2Cl)o1)C(=O)c1cccc(C#N)c1 |
| -13 | 3 | -1.3 | -1.2 | -7 | . | 5 | -4 | 15 | CNC(=O)c1ccc(N(Cc2ccccc2)S(C)(=O)=O)cc1 |
| 5 | -2 | -4.8 | -2.7 | -16 | 7 | 0 | 3 | 20 | Cc1ccc(C(=O)OCC(=O)Nc2c(Cl)cc(S(N)(=O)=O)cc2Cl)o1 |
| 7 | 2 | -2.6 | -2.3 | 16 | -17 | 2 | 7 | -6 | CN(C(=O)c1cc2n(n1)C(C(F)(F)F)CC(c1ccco1)N2)c1ccc(OC(F)(F)F)cc1 (stereo not drawn) |
| -13 | 0 | -3.8 | -1.3 | -1 | 5 | 0 | 3 | -6 | CCOc1ccc2nc(SCC(=O)NNC(=O)c3ccco3)c(C)cc2c1 |
| 9 | -3 | -3.8 | -1.8 | -5 | 8 | 6 | 10 | 10 | O=C(OC(C(=O)NCC1CCCO1)c1ccc(F)cc1)c1ccco1 (stereo not drawn) |
| -6 | 1 | -3.6 | -1.4 | -11 | -11 | -3 | 8 | 27 | O=C(c1ccc2c(=O)n(Cc3ccccc3)c(=S)[nH]c2c1)N1CCOCC1 |
| -1 | 8 | 2.0 | -2.4 | -2 | 12 | -2 | 3 | 44 | CC(OC(=O)C1=NNC(=O)CC1)C(=O)Nc1ncc(Cl)cc1Cl (stereo not drawn) |
| -8 | -1 | -0.8 | -1.7 | -12 | 11 | 1 | -7 | 32 | O=C(NC(Cc1ccccc1)C(=O)O)/C(=C/c1ccccc1)NC(=O)c1ccco1 (stereo not drawn) |
| -2 | 0 | -0.2 | -0.6 | 1 | 46 | 3 | -9 | -3 | CCOC(=O)c1c(C)c(C(=O)NCCCOC(C)C)c(C)n1C |
| -10 | -10 | 2.5 | -1.5 | -2 | 15 | 8 | -2 | -11 | COc1ccc(Nc2oc(COc3ccc(C)cc3)nc2C#N)cc1 |
| -6 | 0 | 26* | 35* | 0 | 5 | 3 | -9 | 42 | COc1ccc2c(Cl)c(C(=O)NCCCn3ccnc3)sc2c1Cl |
| -10 | 7 | -2.2 | -3.9 | -9 | 0 | 4 | 1 | 36 | COc1cccc(CC(=O)NC2CCCN(Cc3ccc(Cl)cc3)C2)c1 (stereo not drawn) |
| 0 | 8 | -1.0 | -0.8 | -14 | 12 | 4 | 8 | 6 | Cc1nnsc1C(=O)NNc1c(Cl)cccc1Cl |
| 15 | -4 | -0.8 | -4.1 | -4 | -40 | 0 | 16 | -17 | CCCC(=O)NC(=S)NNC(=O)c1ccc([N+](=O)[O-])cc1 |
| -4 | 1 | -2.7 | 1.3 | -8 | 8 | -1 | -1 | 23 | Cc1nc(SCC(=O)Nc2ccccc2)c2oc3ccccc3c2n1 |
| 2 | 7 | -1.7 | -0.7 | 3 | 10 | 3 | -1 | 38 | COc1ccccc1CN(CC(=O)NCc1ccco1)C(=O)CNS(=O)(=O)c1ccccc1 |
| -6 | 5 | -1.3 | -3.9 | 1 | 38 | -4 | 5 | 3 | CC1=NN(c2ccccc2)C(=O)C1N=Nc1ccc(N)cc1 (stereo not drawn) |
| -14 | 6 | -3.7 | 0.2 | -3 | 5 | 0 | 5 | 24 | CC12CCC(C(=O)Nc3ncc([N+](=O)[O-])s3)(OC1=O)C2(C)C (stereo not drawn) |
| -10 | -1 | 0.2 | -0.8 | 10 | 8 | 4 | -15 | -14 | COc1cccc(NS(=O)(=O)c2cc3c(cc2C)NC(=O)CO3)c1 |
| -9 | . | -2.2 | -3.2 | -7 | -23 | 0 | 5 | -3 | O=c1cc(CN2CCN(c3cccc(C(F)(F)F)c3)CC2)nc2sccn12 |
| -12 | 4 | 5.5 | 0.3 | -4 | 30 | -1 | 3 | 31 | CCCc1nnc(NC(=O)CCS(=O)(=O)c2ccccc2)s1 |
| -3 | 2 | -4.7 | -1.3 | -5 | 27 | 6 | -1 | -8 | COc1cc([N+](=O)[O-])ccc1NC(=O)Cc1ccc(F)cc1 |

Structures listed so far that have an NH in an aromatic ring:
| pCIP destab | IDE act | VIM-2 inh | IMP-1 inhibitor | GPR7 antagonist | NALP1 inh | IDE inh | PfM18AAP inh | PHOSPHO1 inh | mol |
| --- | --- | --- | --- | --- | --- | --- | --- | --- | --- |
| -5 | 5 | -3.4 | 1.4 | 3 | -8 | -6 | 1 | 2 | O=C(N[C@@H](Cc1c[nH]c2ccccc12)C(=O)NC1CC1)c1ccccc1Cl |
| -6 | 1 | -3.6 | -1.4 | -11 | -11 | -3 | 8 | 27 | O=C(c1ccc2c(=O)n(Cc3ccccc3)c(=S)[nH]c2c1)N1CCOCC1 |

The listing continues.
| pCIP destab | IDE act | VIM-2 inh | IMP-1 inhibitor | GPR7 antagonist | NALP1 inh | IDE inh | PfM18AAP inh | PHOSPHO1 inh | mol |
| --- | --- | --- | --- | --- | --- | --- | --- | --- | --- |
| -8 | 4 | -4.3 | -3.0 | -14 | 10 | 4 | 7 | 21 | O=C(NCc1ccccc1)c1ccc(F)c(S(=O)(=O)N2CCOCC2)c1 |
| -17 | 6 | -2.6 | -2.3 | 6 | -14 | -4 | -12 | -11 | CCOC(=O)c1c(C)nc2c(c1C)/C(=N/O)CC(C)(C)C2 |
| -2 | -1 | -0.4 | -1.8 | -2 | 10 | 4 | -2 | -35 | CCCn1c(=N)n(CC(=O)c2ccc([N+](=O)[O-])cc2)c2ccccc21 |
| -13 | -1 | -2.4 | -0.9 | 11 | 6 | -2 | -6 | 2 | O=C(NCCc1ccccc1)C1CCCN1C(=O)NCc1ccccc1 (stereo not drawn) |
| -14 | 7 | -2.2 | -2.1 | -4 | -3 | -1 | -1 | 20 | COc1ccc(CCN2C(=O)CC(Cc3ccc(C)cc3)C2=O)cc1OC (stereo not drawn) |
| -5 | 4 | -2.2 | -3.8 | -5 | 14 | 5 | 9 | 18 | CCC(=O)N1CCN(c2ccc(Cl)cc2NC(=O)c2ccc(N3CCCC3)c([N+](=O)[O-])c2)CC1 |
| 3 | 10 | -1.1 | -3.7 | -2 | -15 | 3 | 5 | 11 | CCC(C)NC(=O)Cc1cn(C)c2ccccc12 (stereo not drawn) |
| -3 | 6 | -1.0 | -1.6 | -7 | 9 | -2 | -3 | 40 | NS(=O)(=O)c1ccc(NS(=O)(=O)c2ccc(NC(=O)C3CC3)cc2)cc1 |
| 0 | -7 | -3.3 | -4.1 | 3 | 31 | 3 | -3 | -17 | COc1ccccc1N(C(=O)c1ccncc1)c1nc(-c2ccc([N+](=O)[O-])cc2)cs1 |
| -6 | 7 | 1.9 | -1.0 | 2 | 15 | -6 | -2 | 45 | Cc1nn(CC(=O)N2CCN(c3ccccn3)CC2)c(=O)c2cc3sccc3n12 |
| -6 | 1 | -1.8 | -3.6 | -6 | 18 | 2 | 9 | -24 | O=C(O)c1ccc(NC(=S)NC2CCCCC2)cc1 |
| -42 | 1 | -2.2 | -1.6 | 12 | 12 | 2 | 12 | 11 | O=C1OC(c2ccccc2)/C(=C(/O)c2ccc(Cl)cc2)C1=O (stereo not drawn) |
| 2 | 5 | -2.0 | -6.0 | -15 | 37 | -1 | -1 | 6 | COc1ccc(Oc2nc(C)cc(C)c2C#N)cc1 |

This is a random part of the collection; overall some 5.3% were active at least once.
